Compound activity as filed in PubChem BioAssay.
DAGLB inh – blocks human DAGLB lipase activity; Q8NCG7; HEK293T DAGLB membrane lysate, EnzChek fluorogenic substrate; inhibition, % at 5.17 µM; 340,000 tested, 0.059% active; in the data active = inhibition above about 34%;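 note: 0% = enzyme with vehicle and 100% = wells lacking enzyme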
Mot1-301 SUMO – blocks SUMOylation pathway, rescuing yeast Mot1-301 growth; growth rescue, % at 18.8 µM; S. cerevisiae Mot1-301 growth rescue, ATP luminescence, 38.5C; percent above DMSO median, 100 means doubled; 320,000 tested, 1% active;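 active = every valid replicate shows activation above 250% relative to neutral control wells; inactive = the rest, any valid replicate at or below 250%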;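 note: OY570 slx delta 5 strain wells were the positive control but not used for scaling; some compounds called inactive have numbers as strong as hits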
Tat transport – blocks Tat-dependent protein export in E. coli; E. coli MC4100 TorA-mCherry Tat export, fluorescence; inhibition, % at 10 µM; 340,000 tested, 0.036% active; AID 488895;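 active = mean replicate inhibition at least 50% and at least half of replicates individually reaching 50%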;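 note: exported cargo escapes ClpAP degradation while cytoplasmic cargo is degraded and loses fluorescence; 0% = median of neutral control wells and 100% = median of NaSCN control wells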
phage Ecoli inh – E. coli growth loss with phage present. growth absorbance. inhibition, % at 11.9 µM. 360,000 tested, 0.26% active. AID 651602; in the data active = inhibition above about 11%
AddAB inh – less growth of phage-infected E. coli with AddAB; E. coli expressing H. pylori AddAB, absorbance growth; inhibition, % at 11.9 µM; 330,000 tested, 0.29% active; AID 435030; in the data active = inhibition above about 12%;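 note: 0% = vehicle wells of infected cells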
PKA-R1A activ – activators of PKA-R1A complex. activation, % at 11.4 µM. PKA-R1A dissociation, Cy5-IP20 fluorescence polarization; scaled: DMSO 0%, 113 µM cGMP 100%. 340,000 tested, 0.083% active. P00514+P68181. AID 504707;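 active = percent activation above the mean of all tested compounds plus 3 SD, cut at about 19% in these data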;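 note: higher means more PKAc released from R1A so a rise in polarization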
HTR5A inv ag – HTR5A inverse agonism, opioid heterodimer counter-screen | inhibition, % at 9.3 µM | 340,000 tested, 0.083% active | P47898 | AID 504634 | HTR5A cell line, luminescence; in the data active = inhibition mostly above about 23%, no sharp cut-off; inactive = mostly below about 18%;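 note: 0% = cells with DMSO and 100% = no-cell wells with DMSO; some compounds called inactive have numbers as strong as hits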
CDK5 inh – CDK5/p35 (human) kinase inhibition; 330,000 tested, 0.01% active; inhibition, % at 10 µM; Recombinant CDK5/p35, ADP-Glo luminescence, 60 min;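 active = highest replicate inhibition of at least 50% and at least 75% of replicates reaching 50%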;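 note: plate controls were DMSO neutral control for no effect and GW8510 at 10 µM for full effect; many of its hits are not listed in these tables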
Target sequence (Q00535 whole entry, looked up): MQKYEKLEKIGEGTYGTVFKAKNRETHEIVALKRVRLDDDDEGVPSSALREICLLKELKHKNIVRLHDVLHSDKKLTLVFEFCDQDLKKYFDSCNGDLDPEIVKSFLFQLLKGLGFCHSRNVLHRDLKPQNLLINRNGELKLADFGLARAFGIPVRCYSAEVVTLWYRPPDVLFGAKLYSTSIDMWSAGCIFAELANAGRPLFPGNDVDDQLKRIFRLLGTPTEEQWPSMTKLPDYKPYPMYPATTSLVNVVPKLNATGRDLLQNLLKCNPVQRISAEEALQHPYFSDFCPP
Target sequence (Q15078 whole entry, looked up): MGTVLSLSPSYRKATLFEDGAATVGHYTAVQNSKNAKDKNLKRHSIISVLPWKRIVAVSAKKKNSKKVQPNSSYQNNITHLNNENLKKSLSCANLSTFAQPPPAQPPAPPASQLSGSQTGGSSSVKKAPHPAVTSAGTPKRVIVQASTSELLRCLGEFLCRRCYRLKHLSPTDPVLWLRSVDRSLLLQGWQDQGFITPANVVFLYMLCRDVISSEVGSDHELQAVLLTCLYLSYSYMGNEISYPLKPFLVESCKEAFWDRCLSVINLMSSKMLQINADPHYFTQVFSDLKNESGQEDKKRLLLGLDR
PKA-R2B act – activators of human PKA-R2B complex | 340,000 tested, 0.079% active | PKA-R2B holoenzyme dissociation, Cy5-IP20 fluorescence polarization; R2B truncated from residue 108, S112A mutant; 0% DMSO only, 100% 113 µM cGMP | AID 504700 | P22694+P31323 | activation, % at 11.4 µM;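 active = activation above a cutoff set at the mean over all compounds plus 3 SD, cut at about 18% in these data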;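 note: higher means more holoenzyme dissociation and a rise in polarization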
Target sequence (P31323 whole entry, looked up, other chains not shown, the tested form may be a part): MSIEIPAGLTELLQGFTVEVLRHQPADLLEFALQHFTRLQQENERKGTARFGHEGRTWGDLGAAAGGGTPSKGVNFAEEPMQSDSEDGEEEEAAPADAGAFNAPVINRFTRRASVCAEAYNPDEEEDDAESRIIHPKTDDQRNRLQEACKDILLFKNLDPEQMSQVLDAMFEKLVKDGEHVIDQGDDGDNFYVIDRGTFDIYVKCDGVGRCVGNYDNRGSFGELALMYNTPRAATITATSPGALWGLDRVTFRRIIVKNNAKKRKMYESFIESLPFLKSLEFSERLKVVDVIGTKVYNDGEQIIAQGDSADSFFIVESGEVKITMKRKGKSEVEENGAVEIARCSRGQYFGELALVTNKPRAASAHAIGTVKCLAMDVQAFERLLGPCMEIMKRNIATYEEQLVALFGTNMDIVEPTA
E coli growth – reduces bacterial viability in AddAB counter-screen. E. coli V3065 growth, OD600 absorbance, 18 h. inhibition, % at 11.9 µM. 330,000 tested, 0.27% active;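 active = inhibition above the campaign's mean inhibition across all tested compounds plus 3 SD, cut at about 9.9% in these data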;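 note: uninfected addAB+ strain grown without phage in ampicillin broth; 0% = DMSO wells and 100% = ciprofloxacin 0.95 µg/ml wells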
HTR5A ag – counter-screen for OPRM1-OPRD1 agonists: human HTR5A agonism; AID 504692; 340,000 tested, 0.61% active; activation, % at 9.3 µM; P47898; HTR5A agonist assay, luminescence, cell-based; in the data active = activation mostly above about 9.5%, no sharp cut-off; inactive = mostly below about 7.6%;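 note: 0% = cells with vehicle only and 100% = reference agonist; strong numbers were not always called active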
* marks the source's active call; other numbers are inactive results; . = not tested or not shown. Compounds were not picked by outcome; 2.3% or so of the library scored in one or more.

1) Cc1cc(S(=O)(=O)Nc2ccc(C(=O)N3CCN(C(=O)c4ccco4)CC3)cc2)ccc1F
2) CC(/C=C/c1ccco1)=N\NC(=O)COc1ccc(C)c(C)c1
3) CC1=C(C(=O)OC(C)C)C(c2ccccc2)NC(=S)N1C (stereo not given)
4) Cc1noc(C)c1COc1ccc(C(=O)NCCc2ccc(F)cc2)cc1
5) O=C(NN1CCCCC1)c1cccc2ccccc12
6) Cc1ccc(C(=O)N/C(=C\c2ccc(-c3ccc(Cl)cc3)o2)C(=O)NCCCN(C)C)cc1
7) FC(F)(F)c1ccc(Cl)c(NC(=S)N/N=C/c2ccccc2C(F)(F)F)c1
8) O=C1CCCC2=C1C(c1ccc(Cl)cc1)n1c(s/c(=C\c3ccc4ccncc4c3)c1=O)=N2 (stereo not given)
9) CCC(=O)NC(NC(=S)Nc1ccc(S(N)(=O)=O)cc1)C(Cl)(Cl)Cl (stereo not given)
10) CCCn1c(=N)n(CC(=O)C(C)(C)C)c2ccccc21
Screen / compound no.,1,2,3,4,5,6,7,8,9,10
DAGLB inh,2,0,-1,0,2,.,-15,0,1,-2
Mot1-301 SUMO,332,7,-6,4,142,31,-25,-20,-5,-1
Tat transport,-3,-2,1,-4,-8,3,3,4,-3,7
phage Ecoli inh,-0.2,1.4,2.9,3.8,1.7,2.3,2.1,2.0,3.2,-0.1
AddAB inh,-1.2,1.9,1.1,1.5,5.7,2.2,2.1,2.7,-0.3,3.4
PKA-R1A activ,-5,-12,-12,-5,-10,.,5,3,-2,-6
HTR5A inv ag,-9,-25,-1,4,-1,.,-14,-8,-18,-7
CDK5 inh,0.1,0.1,0.4,0.3,-0.2,-0.3,-0.9,1.6,1.5,0.8
PKA-R2B act,4,8,-5,0,-9,.,3,-7,-19,-6
E coli growth,-1.3,-0.2,0.3,0.5,1.8,-1.5,-2.0,-0.3,-0.9,1.6
HTR5A ag,2,5,3,-1,0,.,0,2,5,-3

11) CC1(C)CC(=O)C(C=NCCN2CCN(CC(=O)Nc3ccc(Cl)cc3)CC2)=C(O)C1
12) CC(=O)NC(Cc1c[nH]c2ccccc12)C(=O)Nc1ccc2c(c1)OCO2 (stereo not given)
13) O=C(CCNS(=O)(=O)c1ccccc1)OCC(=O)c1ccc(F)cc1
14) CC(=O)NC1(C2CCCCC2=O)CCCCC1 (stereo not given)
15) CN(C(=O)c1ccc(NC(=O)Cc2ccc(NC(=O)C3CCN(C(=O)C4CCCC4)CC3)cc2)cc1)C1CCCC1
16) COc1ccc(C(=O)COC(=O)Cn2cnc3ccccc3c2=O)c(OC)c1
17) CCOc1ccc2c(c1)S/C(=C\c1cccs1)C(=O)N2
18) COc1ccc(NC(=O)Nc2nccs2)cc1
19) Cc1ccccc1NS(=O)(=O)c1ccc(C(=O)NCC(c2ccccc2)N(C)C)cc1 (stereo not given)
20) N#Cc1ccc(CN2CCN(C(=O)Cn3nc(C(N)=O)c4ccccc4c3=O)CC2)cc1
Screen / compound no.,11,12,13,14,15,16,17,18,19,20
DAGLB inh,0,1,-2,-2,-1,-4,2,1,-1,1
Mot1-301 SUMO,162,-7,10,-3,.,37,7,-27,-24,-13
Tat transport,-6,-1,-4,4,2,-6,-7,-6,12,5
phage Ecoli inh,3.4,2.1,2.5,3.6,0.2,0.4,54*,1.1,0.8,-1.4
AddAB inh,1.0,2.6,3.1,2.2,.,-1.2,0.7,1.4,1.6,2.0
PKA-R1A activ,-5,-1,-5,-10,-4,-7,-7,7,2,-4
HTR5A inv ag,11,-8,-22,16,1,20,-22,5,18,4
CDK5 inh,0.7,-0.5,1.7,1.8,0.3,-3.1,-0.5,1.1,-3.7,-2.4
PKA-R2B act,-3,-4,-2,9,4,-9,-1,-13,-4,2
E coli growth,0.9,-2.5,1.5,1.0,.,1.4,0.3,-0.7,0.6,-0.8
HTR5A ag,2,7,8,5,0,-7,0,4,-5,-2

21) CC(C)Cn1c(N2CCN(CC(=O)Nc3ccc(Cl)cc3)CC2)nc2ccccc21
22) C#CCOCCOCCOCCNc1nc(N2CCN(C(=O)CCCCCCCCCCNC(=O)[C@H](CCCCN)n3cc(C)nn3)CC2)nc(N2CCN(C(=O)CCCCCCCCCCNC(=O)[C@H](CCCCN)n3cc(CCCC(=O)O)nn3)CC2)n1
23) Cc1cc(C)cc(CN2C(=O)NC3(CCCCCC3)C2=O)c1
24) Cc1ccc2c(c1)C(c1ccc(F)cc1)N(C(=O)C1CC1)CC(=O)N2 (stereo not given)
25) COc1cccc(/C=N/Nc2nnc(C)n2N)c1O
26) O=S(=O)(NCc1cc(-c2ccccc2Cl)no1)c1ccccc1
27) C=CC[C@H]1CC(C)=C[C@H](CC=C)N1C(=O)c1cc(COc2ccccc2SC)on1
28) COC(=O)c1cc(S(=O)(=O)N2CCN(Cc3ccccc3)CC2)cn1C
29) COc1cc(C2/C(=C(\O)c3ccc4c(c3)OCCO4)C(=O)C(=O)N2Cc2ccco2)ccc1O (stereo not given)
30) CSCCC(NS(=O)(=O)c1ccc(C)cc1)C(=O)N1CCCC1 (stereo not given)
Screen / compound no.,21,22,23,24,25,26,27,28,29,30
DAGLB inh,-2,3,-2,-2,-11,-4,-29,1,-7,-1
Mot1-301 SUMO,28,-16,16,298,5,-43,384,-4,3,-7
Tat transport,9,30,3,3,-7,1,0,0,-7,-5
phage Ecoli inh,3.0,.,0.2,2.5,1.5,3.1,0.6,2.9,-0.2,-0.5
AddAB inh,0.9,-1.4,-0.2,-1.4,6.4,2.0,-2.0,-0.9,-1.3,2.0
PKA-R1A activ,-16,0,-4,-19,-1,-1,-1,3,-24,18
HTR5A inv ag,11,-7,-13,5,-27,-26,10,4,-1,-3
CDK5 inh,0.5,0.6,1.2,-0.1,-0.2,0.7,0.5,-1.8,-0.1,-0.6
PKA-R2B act,-12,2,-2,-4,-11,-16,-3,-6,-8,-5
E coli growth,-1.5,-2.6,-1.2,1.8,3.8,0.1,-2.4,-0.4,-0.1,1.9
HTR5A ag,-1,4,4,-2,7,-1,-2,-1,0,1

31) CC(CC(=O)N1CCN(S(=O)(=O)c2ccc([N+](=O)[O-])cc2)CC1)c1ccccc1 (stereo not given)
32) COc1cc(C2C(C(=O)c3ccco3)=C(O)C(=O)N2Cc2cccnc2)cc(OC)c1OC (stereo not given)
33) Cc1ccccc1OCC(=O)NCC(=O)OCC(=O)c1ccc([N+](=O)[O-])cc1
34) COc1cccc(/C=C2/NC(=O)NC2=O)c1OCC(=O)Nc1ccccc1
35) O=C(O)C1C2CCC(CC2)C1C(=O)N1CCN(Cc2ccc(F)cc2)CC1 (stereo not given)
36) Cc1ccc(S(=O)(=O)N2CCOCC2)cc1C(=O)OCC(=O)N1CCc2ccccc2C1
37) O=[N+]([O-])c1cc(CN2CCC(O)CC2)ccc1Cl
38) O=C1C=CC(=O)N1c1ccc2c(c1)Cc1cc(F)ccc1-2
39) Cc1nnc(SC(C(=O)Nc2cc(Cl)cc(Cl)c2)c2ccccc2)[nH]c1=O (stereo not given)
40) CCCOc1ccc(-c2nc(C#N)c(N3CCN(CC)CC3)o2)cc1
Screen / compound no.,31,32,33,34,35,36,37,38,39,40
DAGLB inh,-2,1,-1,1,0,2,0,0,6,-2
Mot1-301 SUMO,2,459,7,-14,-12,.,-21,.,.,4
Tat transport,-6,4,-5,-3,0,5,-6,-2,-2,1
phage Ecoli inh,0.9,.,2.3,2.1,-1.9,0.7,0.8,2.0,1.1,0.3
AddAB inh,1.5,-0.4,2.3,-0.2,2.3,.,0.8,.,1.4,0.9
PKA-R1A activ,2,5,-10,-4,7,6,-6,3,-10,14
HTR5A inv ag,-19,7,7,-2,-6,-27,26,-22,8,-7
CDK5 inh,1.3,2.9,0.9,1.5,-1.0,1.3,1.9,0.2,-1.4,-0.3
PKA-R2B act,1,3,-9,-4,13,-3,-11,-9,-6,6
E coli growth,0.3,-1.1,2.2,-0.5,-0.3,.,-1.4,.,4.0,-0.2
HTR5A ag,8,-3,0,1,1,4,-1,6,-3,2

Screen by screen, from the results shown.
HTR5A ag, compounds 32–40: -3, 0, 1, 1, 4, -1, 6, -3, 2
Tat transport, compounds 32–40: 4, -5, -3, 0, 5, -6, -2, -2, 1

Continuation:
41) CC(=O)Nc1ccc(S(=O)(=O)NCC2CCC(C(=O)NC(C)c3ccccc3)CC2)cc1 (stereo not given)
42) Cc1ccc(S(=O)(=O)N2CC3(C)CN(S(=O)(=O)c4ccc(C)cc4)CC(C)(C2)C3)cc1
43) CCN=C1Cn2c(nc3scc(-c4ccccc4)c3c2=O)CN1CC
44) O=C(N/N=C/C(Cl)=C\c1ccccc1)c1cnccn1
45) Fc1ccc(OCCOCCN2CCCC2)cc1
46) O=[N+]([O-])c1ccc(/C=N/Nc2ccc3ccccc3c2)o1
47) CC(=O)N/C(=C\c1ccccc1)C(=O)OCC(=O)NC(C)C12CC3CC(CC(C3)C1)C2 (stereo not given)
48) COc1cc(S(=O)(=O)Nc2cccnc2)ccc1Cl
49) COCCCNC(=O)CC1C[C@H](C(=O)N(C(C)C)C(C)C)[C@@]2(C)c3[nH]c4ccc(OC)cc4c3CCN2C1=O (stereo not given in full)
50) Cc1cc(C)nc(N(C#N)S(=O)(=O)c2ccccc2Cl)n1
51) O=C(CN1CCCCC1)NC(=O)NC1CCCCC1
52) COc1ccc(CNC(=O)CCC(=O)c2ccc(F)cc2)cc1OC
53) CC(=O)Nc1ccccc1C(=O)N1CC(C)OC(C)C1 (stereo not given)
Screen / compound no.,41,42,43,44,45,46,47,48,49,50,51,52,53
DAGLB inh,-1,-6,2,-2,-2,48*,2,0,0,1,-1,-4,-1
Mot1-301 SUMO,3,-12,5,6,10,180,4,15,.,5,1,2,-17
Tat transport,-7,2,3,-7,-1,0,1,-4,-8,4,0,2,7
phage Ecoli inh,3.2,1.8,3.8,0.2,3.5,6.7,2.9,2.9,1.9,1.9,-0.6,2.1,1.3
AddAB inh,1.9,-0.1,1.3,-1.6,-0.4,5.8,-0.7,2.7,0.9,-1.1,1.5,1.1,3.2
PKA-R1A activ,5,-4,-8,-2,-7,-17,-5,-8,-7,-6,0,-3,-1
HTR5A inv ag,-34,-4,6,-37,-1,28*,8,2,-1,-10,-4,-8,-18
CDK5 inh,-2.0,-1.5,0.6,0.1,0.4,1.5,-1.8,-1.0,-1.1,-3.6,-0.7,0.7,-0.5
PKA-R2B act,-3,-1,-2,-9,-4,-11,-9,5,1,9,-4,3,-7
E coli growth,-0.6,-3.4,-2.0,-1.3,-0.5,1.0,-0.8,2.8,-2.5,-1.6,1.4,-1.1,-1.0
HTR5A ag,3,0,-2,-1,4,-11,-3,-1,0,4,1,2,1
